Hsp70 displacement = Hsp70 inhibitors, probe displacement, primary screen, biochemical, fluorescence polarization (AID 583); Heat shock 70 kDa protein 1A (Homo sapiens); Hsp70 fluorescence polarization probe displacement, mP; higher % means a stronger effect; one-dose displacement, % at 20 µM; IC50 in µM for titrated hits; 0.06% of 140,000 active; in the data active = displacement above about 50%;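 also: plate controls were vehicle for no effect and reference ligand for full effect; a part of the inactive calls stands beside numbers as strong as those of hits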
MKP-3 inhibition = MKP-3 phosphatase inhibitors, primary screen, biochemical, rat enzyme, in vitro (AID 425); Dual specificity protein phosphatase 6 (Rattus norvegicus); recombinant MKP-3 phosphatase activity, fluorescence; higher % means a stronger effect; one-dose inhibition, % at 20 µM; IC50 in µM for titrated hits; 0.17% of 110,000 active; in the data active = inhibition above about 50%;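 also: plate controls were vehicle for no effect and reference inhibitor for full effect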
* hit, by the source's call; nt = not tested or not shown; & = joins results of further samples. A portion of the library, so the mix of outcomes need not match the whole.

MKP-3 inhibition	Hsp70 displacement	Compound
-8%	-2.0%	Cc1ccc(C(=O)C2CCNCC2)cc1
-10%	-4.0%	O=C(C(NS(=O)(=O)c1cccc2nsnc12)c1ccccc1)N1CCN(c2ccccn2)CC1 (configuration not stated)
nt	-1.4%	COC(=O)c1ccc(OCC(=O)c2ccccc2OC)cc1
2%	-3.1%	O=C(/C=C/c1cccs1)N1CCN(c2ccccc2)CC1
-5%	-1.2%	CCOc1cccc(-n2nnnc2-c2ccc(OC)cc2)c1
0%	102%	[N-]=[N+]=CC(=O)C(Cc1ccccc1)N1C(=O)c2ccccc2C1=O (configuration not stated)
-14%	-0.2%	Nc1nc(CN2CCN(c3ccccc3F)CC2)nc(Nc2ccccc2)n1
-4%	2.0%	O=C(Nc1ccc(Cl)cc1)OCCn1nnnc1C(c1ccccc1)N1CCOCC1 (configuration not stated)
8%	-3.5%	Cc1ccc([N+](=O)[O-])cc1/C=C1/C=C(c2ccccc2)OC1=O
nt	0.4%	CCOC(=O)C(C)Sc1ncnc2nc[nH]c12 (configuration not stated)
-4%	3.0%	O=C(CSc1nnc(CNc2ccccc2)o1)N1CCc2ccccc21
-7%	2.4%	Cn1c(SC/C=C/c2ccccc2)nnc1-c1cccs1
-12%	2.5%	CC1=C(C(N)=O)C(c2cccs2)n2nc(-c3cccc(C)c3)nc2N1 (configuration not stated)
-6%	-2.5%	COc1ccc(C(CNC(=O)c2ccc(S(=O)(=O)N3CCOCC3)cc2)N2CCCCC2)cc1 (configuration not stated)
nt	-0.5%	COc1ccc(N2CCN(C(=O)CCc3ccc(S(=O)(=O)NC(C)C)cc3)CC2)cc1
3%	-21%	Cc1cc(C)nc(NN2C(=O)/C(=C/c3ccc(O)cc3)SC2=S)n1
0%	-0.3%	COc1cccc(NS(=O)(=O)c2ccc3[nH]cc(C(=O)NC4CC4)c(=O)c3c2)c1
nt	-3.0%	CCOn1c(-n2nc(C)cc2C)nc2ccccc2c1=O
-22%	5.4%	Cc1onc(-c2c(F)cccc2Cl)c1C(=O)N1CCN(S(C)(=O)=O)CC1
-1%	11%	Cc1ccc(-c2cc(C(=O)NCc3ccco3)c3ccccc3n2)o1
1%	2.0%	C=CCc1ccccc1OCCOc1c(Cl)cc(/C=N/n2cnnc2)cc1OCC
2%	-2.9%	Cc1ccc(-n2c(C)nc(N)c2C(=O)c2ccccc2)cc1
-6%	1.7%	COc1cc(NS(=O)(=O)c2ccc(OC)c(C)c2C)c(OC)cc1Cl
4%	-5.5%	CCOc1cccc(C(=O)Nc2nc(-c3ccc(CC)cc3)cs2)c1
-9%	0.5%	O=C(c1ccc(N2C(=O)CCC2=O)cc1)N1CCOCC1
nt	6.5%	CCCCN(CCCC)S(=O)(=O)c1ccc(NC(=O)CN2CCOCC2)cc1
3%	0.6%	Cc1cc(N2C(=O)c3ccc(C(=O)NCc4ccccc4)cc3C2=O)no1
1%	-0.1%	Cn1c(=O)c2c(nc(SCCNS(=O)(=O)c3ccccc3)n2C)n(C)c1=O
4%	1.3%	COc1ccc(N(C)C(=O)c2ccc3snnc3c2)cc1
4%	-0.3%	Cc1nn(Cc2ccc(C(=O)N3c4ccc(F)cc4CCC3C)o2)c(C)c1Br (configuration not stated)
0%	1.6%	O=C1N(CC(=O)N2CCc3ccccc32)CCN1Cc1ccc(Cl)cc1
nt	1.9%	COc1cc2c(cc1NC(=O)CSc1nnc(Cc3cccs3)n1Cc1ccco1)oc1ccccc12
-13%	-1.0%	Cc1ccc(NCCC(=O)c2ccc(Br)cc2)cc1C
0%	-0.2%&-1.9%	CCCS(=O)(=O)c1c(S(=O)(=O)CCC)c2c(C)cccn2c1C(N)=O
15%	0.7%	O=C(Nc1ccc2oc(-c3ccc(I)cc3)nc2c1)c1ccc2c(c1)OCCO2
nt	0.3%	CCOCCCNC(=O)c1ccc(N(C)S(=O)(=O)c2ccc(OC)cc2)cc1
1%	0.9%	NS(=O)(=O)c1ccc(CCNC(=S)Nc2ccccc2)cc1
4%	-41%	COc1cc(/C=C2/SC(=S)N(CCC(=O)Nc3nnc(C)s3)C2=O)cc(OC)c1OC
2%	-5.1%	CCOC(=O)c1c(NC(=S)NC(=O)c2ccc(F)cc2)sc2c1CCCCC2
nt	-3.2%	Cc1ccc(NC2=C(Cl)C(=O)OC2OC(=O)c2ccco2)c(C)c1 (configuration not stated)
-5%	2.8%	Cc1cc(NC(=O)CSc2ncn(-c3ccccc3)n2)no1
-9%	2.9%	Cc1ccc(S(=O)(=O)NC2OC(=O)C(Cl)=C2Cl)cc1 (configuration not stated)
9%	-14%	CC(C)c1ccc(-n2c(O)c(/C=C3\C=Nc4ccccc43)c(=O)[nH]c2=O)cc1
nt	-3.9%	Cc1nnc(SCC(=O)NCc2ccco2)n1-c1ccc(F)cc1
0%	-2.0%	CCOC(=O)C1=C(N)Oc2ccc3ccccc3c2C1c1ccc(Cl)cc1 (configuration not stated)
2%	-3.2%	CC(=O)Nc1ccc(-c2nc3ccc(C)cc3s2)cc1
1%	0.4%	O=C(NCCSCc1cccc(Cl)c1)c1c(Cl)cccc1Cl
5%	2.1%	CCOC(=O)c1c(NC(=O)c2ccc([N+](=O)[O-])cc2Cl)sc2c1CCC2

A second format for part of the listing above.
CCOC(=O)C1=C(N)Oc2ccc3ccccc3c2C1c1ccc(Cl)cc1 (configuration not stated)
  MKP-3 inhibition: 0%; Hsp70 displacement: -2.0%

CC(=O)Nc1ccc(-c2nc3ccc(C)cc3s2)cc1
  MKP-3 inhibition: 2%; Hsp70 displacement: -3.2%

Further entries follow.
MKP-3 inhibition	Hsp70 displacement	Compound
-15%	2.5%	CC1=C(C(N)=O)C(c2ccc(C)o2)C(C(N)=O)=C(C)N1
nt	6.1%	CCSc1nnc(CCNC(=O)OC(C)(C)C)o1
nt	4.8%	Cc1cc(-c2n[nH]c(=S)o2)c(C)n1-c1ccccc1
-14%	2.1%	CCOCCCNC(=O)Cc1ccc(OC)c(OC)c1
6%	9.6%	COC(=O)c1ccc(COc2ccc(-c3nn[nH]n3)cc2)cc1
-11%	1.7%	CC1(C)Cc2ccccc2-c2nnc(-c3ccc(O)cc3)n21
-8%	3.4%	C=CCn1c(COc2ccccc2)nnc1SCC(=O)O
-4%	0.8%	COc1ccc(C(=O)NCC(c2cccnc2)N2CCN(c3ccccc3)CC2)cc1OC (configuration not stated)
0%	1.3%	Cc1nn(C(=O)c2ccoc2C)c(N)c1-c1ccccc1
0%	-0.8%	O=C(Nc1ccc2c(c1)OCO2)c1cnn2c1NC(c1cccs1)CC2C(F)(F)F (configuration not stated)
-13%	-5.0%	Cc1ccc(C2(c3ccc(C)cc3)NC(=O)N(Cc3c(C)noc3C)C2=O)cc1
0%	2.9%	CCC(C)[C@H](NC(=O)NCc1cccs1)C(=O)OC (some centres not stated)
-3%	-0.5%	CCOC(=O)/C=C1\CC(=O)Nc2cc(C)c(C)cc2N1
-3%	5.8%	O=C(N/N=C/c1c(F)cccc1Cl)c1ccc(Br)cc1
1%	-11%	Cc1ccc(C(=O)N/C(=C/c2cccs2)C(=O)NN)cc1
-10%	-4.5%	CC1=C(C(=O)N2CCCCC2)C(c2cccs2)NC(=O)N1 (configuration not stated)
-5%	-0.4%	COc1ccc(N2CCN(C(=O)c3ccc(N4C(=O)NC5CC4(C)Oc4ccccc45)cc3)CC2)cc1 (configuration not stated)
-7%	-3.1%	C=CCNc1ncnc2ccccc12
-13%	-7.6%	COC(=O)Cn1cc(C(=O)C2CC2)c2ccccc21
nt	4.7%	CCn1nc(C)c(NC(=O)/C=C/c2ccc(OC)c(COc3ccc(Cl)cc3Br)c2)c1C
-12%	2.7%	O=C(Cn1nnc(-c2ccncc2)n1)NCCc1ccccc1
-13%	5.9%	c1ccc(Oc2nc(Oc3ccccc3)nc(N3CCOCC3)n2)cc1
3%	-2.1%	O=C(c1ccc([N+](=O)[O-])cc1)N1CCN(Cc2cccc(Cl)c2)CC1
nt	-4.2%	N#Cc1ccc(CSc2nnc(-c3ccccc3)n2Cc2ccco2)cc1
-1%	-3.8%	CCOc1cc(CN2CCCCC2)ccc1OC
1%	-22%	O=C(O)CN(c1ccc(Cl)cc1)S(=O)(=O)c1ccccc1
nt	9.6%	CC1CCc2c(sc(NC(=O)c3ccc(Cn4cc([N+](=O)[O-])cn4)o3)c2C#N)C1 (configuration not stated)
nt	11%	Cc1ccc2c(c1)nnn2C1CCN(S(=O)(=O)c2ccc3ccccc3c2)CC1
0%	5.8%	COc1cccc(/C=C2\C(=O)NN(c3ccccc3)C2=O)c1O
-1%	0.1%	Cc1cccc(C(=O)N2c3ccc([N+](=O)[O-])cc3-c3c(ssc3=S)C2(C)C)c1
-2%	-0.5%	COc1ccc(CNC(=O)c2cccc3c2C(=O)N(Cc2cccnc2)C3)cc1
-2%	3.1%	CC(/C=C/c1ccc2c(c1)OCO2)=N/NC(=O)COc1ccc(C)cc1
-3%	0.4%	O=C(c1ccc(Cl)c([N+](=O)[O-])c1)N1CCC(Cc2ccccc2)CC1
-3%	2.4%	Cc1cc2oc(=O)cc(CN3CCCCC3)c2cc1C(C)C
6%	3.2%	CNC(=O)CCc1nc(-c2ccc(C(C)(C)C)cc2)no1
nt	-4.7%	CC(C)(C)c1ccc(C2(C)NC(=O)N(CC(=O)c3ccc[nH]3)C2=O)cc1 (configuration not stated)
3%	2.5%	O=C1C2C3C=CC(C3)C2C(=O)N1/N=C/c1ccc(I)o1 (configuration not stated)
-6%	1.4%	Cc1cc(-c2ccccc2)nc(SCc2ccc(C(=O)O)o2)n1
nt	1.5%	O=C(Nc1nc2ccccc2s1)C1CC(=O)N(c2ccc(Br)cc2)C1 (configuration not stated)
1%	3.4%	COc1ccc(OC)c(/C=N\Nc2cc(C)c3ccccc3n2)c1
7%	5.6%	O=C1N=c2ccc(Br)cc2=C1c1sc(=S)n(NC(=O)c2ccccc2Cl)c1O
-2%	5.2%	CC(=O)C(Sc1ccc2nnc(-c3ccc(F)cc3)n2n1)C(C)=O
nt	-3.5%	COc1ccc(Nc2nc(Nc3ccc(OC)cc3)nc(SC3=NCCS3)n2)cc1
-3%	-6.9%	O=C(O)Cn1ncc2c1-c1ccoc1CC2
0%	0.2%	O=C(Nc1ccccc1Cl)c1cccc(F)c1
nt	-0.4%	CCN(CC)CCN1C(=O)c2ccccc2NC1c1ccc(N(C)C)cc1 (configuration not stated)
nt	4.9%	O=C(O)c1cc2ccc3ccccc3c2oc1=O
-5%	-1.5%	Cc1cc(C)n(-c2ccc(F)cc2)c(=O)c1C(=O)O

Sorted by SMILES length (highest first): part of the list above.
MKP-3 inhibition	Hsp70 displacement	Compound
nt	-4.7%	CC(C)(C)c1ccc(C2(C)NC(=O)N(CC(=O)c3ccc[nH]3)C2=O)cc1 (configuration not stated)
1%	-0.1%	Cn1c(=O)c2c(nc(SCCNS(=O)(=O)c3ccccc3)n2C)n(C)c1=O
-2%	-0.5%	COc1ccc(CNC(=O)c2cccc3c2C(=O)N(Cc2cccnc2)C3)cc1
-12%	2.5%	CC1=C(C(N)=O)C(c2cccs2)n2nc(-c3cccc(C)c3)nc2N1 (configuration not stated)
-6%	1.7%	COc1cc(NS(=O)(=O)c2ccc(OC)c(C)c2C)c(OC)cc1Cl
-14%	-0.2%	Nc1nc(CN2CCN(c3ccccc3F)CC2)nc(Nc2ccccc2)n1
-13%	5.9%	c1ccc(Oc2nc(Oc3ccccc3)nc(N3CCOCC3)n2)cc1
nt	4.8%	Cc1cc(-c2n[nH]c(=S)o2)c(C)n1-c1ccccc1
-5%	2.8%	Cc1cc(NC(=O)CSc2ncn(-c3ccccc3)n2)no1
0%	2.9%	CCC(C)[C@H](NC(=O)NCc1cccs1)C(=O)OC (some centres not stated)
nt	-3.0%	CCOn1c(-n2nc(C)cc2C)nc2ccccc2c1=O
nt	0.4%	CCOC(=O)C(C)Sc1ncnc2nc[nH]c12 (configuration not stated)
-3%	-6.9%	O=C(O)Cn1ncc2c1-c1ccoc1CC2
-7%	-3.1%	C=CCNc1ncnc2ccccc12

The list continues:
MKP-3 inhibition	Hsp70 displacement	Compound
-8%	-0.7%	Cn1c(=O)[nH]c(=O)c2c1nc(Br)n2CCCSc1nc2ccccc2o1
-3%	2.0%	COc1c(Cl)cc(C(=O)Nc2ccc3oc(-c4ccccc4)nc3c2)cc1Cl
-1%	-3.8%	CC(O)CNc1nc2c(c(=O)n(C)c(=O)n2C)n1CCc1ccccc1 (configuration not stated)
-4%	0.4%	C=CCSc1nnc(-c2ccccc2NC(=O)CC)c(=O)[nH]1
3%	-1.4%	CN1CCN(c2nc3ccccc3nc2N2CCN(C)CC2)CC1
-12%	2.8%	COC(=O)CNC(=O)Cc1c(F)cccc1Cl
6%	-1.4%	O=C(Nc1ccc(/C=C/c2ccccc2)cc1)c1ccc(F)cc1
-2%	5.5%	NC(=O)c1ccc(N2CCCCC2)c(N2C(=O)C3C4C=CC(C4)C3C2=O)c1 (configuration not stated)
-8%	1.2%	CCOC(=O)N1CCN(C(=O)c2ccc(Cn3c(=S)[nH]c4cc5c(cc4c3=O)OCO5)cc2)CC1
-2%	3.2%	O=C(Nc1ccc(Br)cc1C(=O)O)c1ccc2c(c1)C(=O)N(C1CCCCC1)C2=O
-10%	-1.3%	CC1CCN(CCCNC(=O)c2cc3sccc3n2C)CC1
nt	-0.7%	O=S1(=O)N=C(N2CCN(c3ccc(F)cc3)CC2)c2ccccc21
1%	-0.7%	CC1(C)CC(=O)c2sc(NC(=O)c3ccccc3)nc2C1
-13%	1.0%	COc1ccc(C(C(C(=O)c2cccs2)N2CCOCC2)N2CCOCC2)cc1OC (configuration not stated)
3%	0.3%	CC(=O)Nc1ccccc1NC(=O)C(c1ccccc1)c1ccccc1
2%	2.0%	COc1ccccc1C1C(C(=O)OCCOc2ccccc2)=C(C)NC2=C1C(=O)CCC2 (configuration not stated)

Source: PubChem BioAssay (Sanford-Burnham Center for Chemical Genomics)
